LEDGF integ inh = blockers of LEDGF/p75-dependent integrase strand transfer – biochemical, TR-FRET, high throughput, primary screen | TR-FRET IN-LEDGF/p75 DNA integration, Eu/Cy5 | inhibition, % at 3.7 µM | 370,000 tested, 0.64% active | AID 743269, 2014;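 active means inhibition above the screen-wide mean plus 3 SD, cut at about 13% in these data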;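 further: signal is the Cy5 over europium emission ratio at 671 and 618 nm; 0% = plate median of compound wells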
UHRF1 binding = UHRF1 methylated DNA binding inhibitors, primary screen, counter-screen for MBD2 inhibitor project, biochemical, TR-FRET, human UHRF1, single concentration; E3 ubiquitin-protein ligase UHRF1 (Homo sapiens), Q96T88; inhibition, % at 4.4 µM; AID 687016, 2013; 370,000 tested, 0.75% active; UHRF1 binding to methylated oligo; in the data active means inhibition above about 21%;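 further: UHRF1 SRA domain binding a hemimethylated CpG hairpin DNA probe; 0% = median of test compound wells and 100% = reference inhibitor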
TDP2 absorb = human TDP2 enzyme inhibitors, primary screen, biochemical, epi absorbance, recombinant enzyme; 370,000 tested, 0.34% active; Tyrosyl-DNA phosphodiesterase 2 (Homo sapiens), O95551; T5PNP hydrolysis, p-nitrophenol absorbance 415 nm; inhibition, % at 12.8 µM;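 active means inhibition above the mean of all tested compounds plus 3 SD, set per campaign, cut at about 25% in these data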;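 further: 0% = DMSO with enzyme and 100% = buffer with substrate but no TDP2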
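Assay system: Recombinant human TDP2 | Quantity: 120 nM TDP2 per well | Incubation: 2 h at 37 °C | Signal: Epi absorbance | Evaluation: Percent inhibition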
DDE Tn7 FP inh = inhibitors of Tn7 peptide binding to fibrin DD(E), primary screen, biochemical, fluorescence polarization, human fibrin, Tn7 probe | FP displacement of FITC-Tn7 peptide from fibrin DD(E); 0% = median of compound wells per plate | inhibition, % at 8.3 µM | 370,000 tested, 0.13% active | AID 720508, 2013;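 active means inhibition above the mean of compounds falling within the control limits plus 3 SD of them, cut at about 14% in these data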;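 further: 0% = plate median of compound wells and 100% = 10 µM Aha-Tn7 peptide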
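system = human fibrin DD(E) protein | quantity = DD(E) 2 µM final | medium = Tris/NaCl/CaCl2 buffer, pH 7.8 | also added = labelled Tn7 tracer, 0.1 µM | compound dosing = single point at 8.3 µM | timing = compound with protein 10 min, then 3 h after probe, room temperature | signal = FP measurement | benchmarks = Aha-Tn7 high control | repeats = one replicate per compound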
TCR-CD3 inh = inhibitors of human TCR-CD3 interaction, primary screen, biochemical, fluorescence, TAMRA-labeled TCR probe | T-cell receptor (TCR) | inhibition, % at 9.4 µM | 360,000 tested, 0.37% active; in the data active means inhibition above about 19%;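 further: recombinant mutant TCR 2C K166C tagged with TAMRA read by polarization; 0% = receptor in buffer alone and 100% = receptor with positive control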
proKLK7 act = proKLK7 zymogen activators, primary screen, biochemical, fluorescence intensity; purified proKLK7, EDANS-DABCYL substrate fluorescence; 100% is mature enzyme control, 0% vehicle; 370,000 tested, 0.9% active; activation, % at 7 µM; Kallikrein-7 (Homo sapiens), P49862;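 active means activation above the mean of all tested compounds plus 3 SD, computed per campaign excluding outliers beyond control limits, cut at about 13% in these data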
Tn6 DDE FP = inhibitors of Tn6 peptide binding to fibrin DD(E), primary screen, biochemical, fluorescence polarization, human fibrin, Tn6 probe. inhibition, % at 8.3 µM. Fibrin DD(E) TRITC-Tn6 fluorescence polarization displacement. 370,000 tested, 0.21% active;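 active means inhibition above a per-campaign cutoff: mean of compounds within control limits plus 3 SD, cut at about 15% in these data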;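 further: 0% = median of all compound wells on the plate and 100% = blocking peptide control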
PRMT1 inh = PRMT1 methyltransferase inhibitors, primary screen, biochemical, fluorescence polarization; recombinant PRMT1, activity-based probe fluorescence polarization; inhibition, % at 2.79 µM; 370,000 tested, 1.3% active;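 active means inhibition above about 21% made by adding two undisclosed values, limit read from the data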
SIAE inh = human SIAE inhibitors, primary screen, biochemical, fluorescence polarization, FP-Rh probe, 1536-well HTS; Sialate O-acetylesterase (Homo sapiens), Q9HAT2; SIAE FP-Rh probe binding; inhibition, % at 9.66 µM; 370,000 tested, 0.69% active;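 active means inhibition above a cutoff: mean of compounds within the control limits plus 3 SD of those, cut at about 17% in these data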;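 further: 0% = plate median of compound wells and 100% = probe without SIAE protein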
Target sequence (Q9HAT2 whole entry, looked up): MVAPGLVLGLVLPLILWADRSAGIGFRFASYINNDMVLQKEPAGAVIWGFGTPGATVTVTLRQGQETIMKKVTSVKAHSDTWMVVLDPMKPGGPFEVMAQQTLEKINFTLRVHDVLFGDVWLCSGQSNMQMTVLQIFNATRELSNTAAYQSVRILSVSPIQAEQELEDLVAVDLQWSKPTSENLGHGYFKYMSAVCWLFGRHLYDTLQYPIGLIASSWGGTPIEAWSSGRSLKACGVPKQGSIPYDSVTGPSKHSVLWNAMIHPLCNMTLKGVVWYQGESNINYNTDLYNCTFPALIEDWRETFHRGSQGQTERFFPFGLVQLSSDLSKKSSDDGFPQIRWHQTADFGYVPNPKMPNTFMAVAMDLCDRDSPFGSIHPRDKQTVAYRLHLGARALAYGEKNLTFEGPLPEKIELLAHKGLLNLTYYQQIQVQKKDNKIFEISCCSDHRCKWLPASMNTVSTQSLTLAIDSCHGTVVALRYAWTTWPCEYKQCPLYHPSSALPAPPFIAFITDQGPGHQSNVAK
MBD2 inh = inhibitors of MBD2 binding to methylated DNA, primary screen, biochemical, TR-FRET, DNA-binding domain, human. 370,000 tested, 0.31% active. AID 686964, 2013. Methyl-CpG-binding domain protein 2 (Homo sapiens), Q9UBB5. inhibition, % at 4.4 µM. MBD2 binding to methylated oligonucleotide; in the data active means inhibition above about 13%
Target sequence (Q9UBB5 whole entry, looked up, the tested form may be a part): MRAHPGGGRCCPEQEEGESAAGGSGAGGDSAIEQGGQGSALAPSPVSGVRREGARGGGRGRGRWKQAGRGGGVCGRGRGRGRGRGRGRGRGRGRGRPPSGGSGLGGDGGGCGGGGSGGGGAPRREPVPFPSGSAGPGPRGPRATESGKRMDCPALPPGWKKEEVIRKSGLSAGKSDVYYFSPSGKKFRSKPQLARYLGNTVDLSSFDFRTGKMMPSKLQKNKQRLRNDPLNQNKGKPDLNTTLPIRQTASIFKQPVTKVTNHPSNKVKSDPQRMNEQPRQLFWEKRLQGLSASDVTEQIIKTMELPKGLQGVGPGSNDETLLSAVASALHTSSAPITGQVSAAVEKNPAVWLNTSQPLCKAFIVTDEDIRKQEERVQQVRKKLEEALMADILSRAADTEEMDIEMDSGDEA
* marks the source's active call; other numbers are inactive results; . = not tested or not shown.

SMILES	LEDGF integ inh	UHRF1 binding	TDP2 absorb	DDE Tn7 FP inh	TCR-CD3 inh	proKLK7 act	Tn6 DDE FP	PRMT1 inh	SIAE inh	MBD2 inh
CCn1nc(C(=O)Nc2cc(Cl)ccc2-n2cncn2)c2ccccc2c1=O	2	0	5	-3	2	0.1	-6	-2	8	-3
CCN1CCN(C(=O)c2cc(COc3ccc(F)cc3F)on2)[C@@H](C)C1=O	1	0	8	-4	4	-0.1	-1	-4	-1	-2
N#Cc1c(N)nc2c(c1-c1ccc3c(c1)OCO3)CCCCCC2	0	2	7	2	-3	-1.7	-4	-1	-7	2
CC(=O)N1CCN(S(=O)(=O)c2ccc(C)cc2)C1C (stereo unspecified)	-3	1	-6	-4	-7	0.6	4	-1	2	-1
COc1ccc(CNC(=O)C(OC(=O)c2ccco2)c2ccc(OC)cc2)cc1 (stereo unspecified)	-2	1	3	2	0	-1.1	-4	-2	-2	-2
CC(=O)c1c(C(C)=O)c(C)n(NC(=O)c2ccccc2O)c1C	-1	-2	6	-10	8	0.5	-7	-2	16	-1
COc1ccc(CN(CCC(c2ccccc2)C2CCOC(C)(C)C2)C(C)=O)cc1 (stereo unspecified)	1	-1	1	3	-2	-0.1	-3	-1	12	-5
Cc1ccc(CCN2CC(C(=O)NC3CCCC3)CC2=O)cc1 (stereo unspecified)	0	0	-4	-4	16	-0.2	-1	0	0	-2
O=C(Cc1c[nH]c2ccccc12)Nc1nccs1	-6	1	-5	3	8	0.0	1	1	-7	0
O=C(N/N=C/c1ccccn1)c1cc(-c2ccc3ccccc3c2)n[nH]1	-1	-5	0	-5	1	0.3	-9	-2	-78	2
Cc1oc2cc(O)ccc2c(=O)c1-c1ccccc1	2	2	4	3	3	-19	3	-3	3	2
Cc1cccc(NC(=O)Nc2cccc3ccccc23)c1	2	0	21	6	2	-2.2	8	-4	-2	-7
CC(C)N1CCCC(C)(C(=O)Nc2nc3ccccc3n2C)C1 (stereo unspecified)	0	1	-1	8	4	-0.3	0	2	-6	1
CCC1CCCCN1CCCNC(=O)Cn1cc2c(n1)-c1c(oc(C(=O)N3CCCC3)c1C)CC2 (stereo unspecified)	1	-3	9	2	5	2.9	-5	1	3	-3
CCOC(=O)c1ccc(N2C(=O)CC(N3CCC(O)(c4ccc(Br)cc4)CC3)C2=O)cc1 (stereo unspecified)	1	1	-8	-1	1	-0.5	8	8	-1	1
Cc1cc(/C=N/NC(=O)C(O)(c2ccccc2)c2ccccc2)c(C)n1-c1ccccc1	-1	-8	12	0	-3	-0.3	3	-4	1	4
O=C(CN1CCOCC1)NN=C(c1ccccc1)c1ccccc1	4	3	-7	-7	3	-0.5	1	0	-6	1
Cn1c(SCCC#N)nnc1-c1ccccc1F	3	3	2	-3	5	0.1	0	0	-7	4
O=C(Nc1ccc(N2CCCC2)cc1)c1cc(Br)ccc1Cl	-2	5	7	-7	2	-0.7	-13	1	0	3
CC(=O)CC1=NC(C)(C)Cc2ccccc21	5	0	0	-7	-4	0.1	-6	-2	3	1
Cc1cc(C)c(NC(=O)c2cccc(NC(=O)c3ccco3)c2)c(C)c1	-2	0	-5	-6	0	-0.8	2	2	-4	0
COc1cc(/C=C2/CCCC(C(=O)C(F)(F)F)=C2O)ccc1O	-1	-1	5	-3	-4	-0.9	-6	1	-5	-3
CC(=O)c1ccc(NC(=O)CSc2ccc3nnc(-c4ccccn4)n3n2)cc1	-4	-3	-2	-4	3	-0.4	3	0	-8	-1
CC(CNC(=O)[C@H]1O[C@@H](n2cnc3c(=O)[nH]c(N)nc32)[C@H](O)[C@@H]1O)c1ccccc1 (stereo partly specified)	1	1	2	2	5	0.4	4	-1	3	-5
O=C1CN(S(=O)(=O)c2ccccc2)CCN1S(=O)(=O)c1ccccc1	1	-3	-13	-7	0	-0.3	-11	-3	1	-7
COc1cccc(C(=O)/C=C/c2ccc(SC)cc2)c1	2	-2	1	-3	3	-3.6	0	0	-4	3
Nc1ccc(C(O)(C(F)(F)F)C(F)(F)F)cc1	0	-4	5	-5	5	0.3	0	0	4	2
O=C(Cn1cc(C(F)(F)F)ccc1=O)N/N=C/c1ccc(Cl)cc1	1	-2	9	-5	5	-0.5	-2	-2	2	1
CC1CCN(S(=O)(=O)c2ccc(NC(=O)CN3CCN(C)CC3)cc2)CC1	3	-1	7	7	4	-0.2	1	-1	-3	-5
COc1cc(NC(=O)c2ccccc2C)c(OC)cc1NC(=O)CN1CCOCC1	1	-2	-4	-10	3	0.1	3	6	-3	3
Cc1ccc(C(=O)NC(=S)Nc2ccc(N3CCN(C(=O)c4ccco4)CC3)cc2)cc1	0	-1	11	2	0	0.1	-6	0	13	0
Cc1ccc(NC(=O)CN2C(=O)c3ccccc3C2=O)cc1	6	6	-29	4	6	-0.1	3	-1	-8	3
COc1ccc(/C=C/C(=O)NC2=NCCS2)c(OC)c1	0	-3	-3	-2	.	.	-4	-2	4	-7
CC(C)(C)c1ccc(CC(=O)N2CCC2(C)C(=O)NS(=O)(=O)c2cccs2)cc1 (stereo unspecified)	0	0	-1	2	-5	0.7	-4	-1	-2	1
COC(=O)c1cccc(NC(=O)CSc2nc(C)cc(=O)[nH]2)c1	0	6	15	4	3	0.3	-1	4	0	2
CNC(=O)c1csc(Cc2c(Cl)sc3ccc(Cl)cc23)n1	-2	-4	0	-1	-7	0.0	3	1	0	2
Cc1ccc(C(=O)Nc2ccc(C)c(S(=O)(=O)N3CCOCC3)c2)c(C)c1	3	-3	9	0	1	-0.6	3	-2	7	1
Cc1ccc(S(=O)(=O)CCC(=O)OCC(=O)N2CCN(S(=O)(=O)c3ccc(Cl)cc3)CC2)cc1	0	0	14	-1	4	-0.2	7	3	0	-2
Cc1ccc(S(=O)(=O)Nc2cccc(Cl)c2)cc1NC(=O)c1cccnc1	-2	-1	-3	6	6	0.1	-1	-2	0	-2
Cc1c(-c2ccccc2)[n+](=O)c(-c2ccc(Cl)cc2)c(C)n1[O-]	-2	0	4	-1	2	0.2	-7	-4	1	2
O=c1c2cc(Br)ccc2[nH]c(=S)n1Cc1ccccc1	-1	-4	7	0	0	0.1	2	2	4	3
CCNC(=O)/C(C#N)=C/c1c(N2CCCCCC2)nc2ccccn2c1=O	0	3	-10	4	-5	11	-3	-1	-3	-1
CC(=O)Nc1ccc(C(=O)OCC(=O)NC2CCCCCCC2)cc1	-5	0	2	-2	-3	-0.3	0	-3	7	-2
CCCCOc1ncnc2c1[nH]c1ccc(C)cc12	-1	2	-10	0	0	3.8	5	3	-6	2
COC(=O)c1cc(NC(=O)c2c(C)noc2C)ccc1N1CCOCC1	-9	6	-9	-4	-4	-0.3	0	4	-2	7
Cc1ccc(OCc2nnc(SCC(=O)Nc3ccc(S(=O)(=O)Nc4cc(C)nc(C)n4)cc3)n2Cc2ccco2)cc1	-2	4	2	-2	.	-0.3	1	2	-2	-3
CSCCC(NC(=O)c1ccccc1)C(=O)N1CC(C)OC(C)C1 (stereo unspecified)	1	2	4	2	-4	-0.1	-12	0	6	6
CCC(C(=O)Nc1nc(C)cs1)c1ccccc1 (stereo unspecified)	1	0	1	3	-1	0.1	-2	0	-1	-5
COC(=O)c1cc2c(c3c4ccccc4n(S(=O)(=O)c4ccc(C)cc4)c13)C(=O)N(Cc1ccccc1)C2	0	-3	-2	-4	-3	-2.4	3	0	-10	1
CCOC(=O)N1CCC(NC(=O)C2CCCN(S(C)(=O)=O)C2)CC1 (stereo unspecified)	2	0	14	4	4	-0.2	-8	-1	0	-4
CCOC(=O)c1[nH]nc2c1C(=O)N(CC)C2=O	4	2	-5	2	-2	-6.5	1	0	2	1
CN1C(=O)c2ccc(NC(=O)c3c(F)c(F)c(F)c(F)c3F)cc2C1=O	-2	1	-8	6	-5	-13	-3	-2	-1	-1
C=CCn1c(=NC(=O)C2CC2)sc2cc(NC(C)=O)ccc21	2	2	-4	-4	2	-1.3	-8	-3	-1	-2
CC1(C(=O)O)COC(c2ccc([N+](=O)[O-])cc2)OC1 (stereo unspecified)	3	-4	0	-8	2	-0.4	1	-3	3	-1
CC(C)c1ccc(CC(=O)N2CCC2(C)C(=O)Nc2ccc3c(c2)OCCO3)cc1 (stereo unspecified)	-2	-1	4	4	-6	1.0	-2	-2	6	2
Fc1cccc(F)c1-c1nc(-c2ccncc2)no1	-1	-1	1	-9	-1	-0.2	-7	1	-3	3
Cn1c(-c2ccc(Br)o2)nc2ccccc21	-1	2	2	3	-10	0.1	-1	6	-1	5
Cc1cc(Br)ccc1NC(=O)CNC(=O)CN1C(=O)NC2(CCCCCC2)C1=O	2	-1	-3	1	11	-0.2	8	-2	4	-3
c1cc2c3c(cccc3c1)NC1(CCC3(CC1)Nc1cccc4cccc(c14)N3)N2	1	8	2	-2	0	-1.5	1	11	38*	-1
COc1cc(-c2cc(N)n(S(=O)(=O)c3ccccc3)n2)cc(OC)c1OC	0	-2	7	-3	7	0.0	2	0	3	0
Cc1cc(C)cc(C(O)c2ncc(-c3cccc(F)c3)[nH]2)c1 (stereo unspecified)	-1	-1	3	-4	9	1.0	3	-1	1	-5

Ordered by the number under SIAE inh (largest number first): four from the list above
Structure | LEDGF integ inh | TDP2 absorb | DDE Tn7 FP inh | TCR-CD3 inh | proKLK7 act | Tn6 DDE FP | PRMT1 inh | SIAE inh | MBD2 inh
COc1cc(-c2cc(N)n(S(=O)(=O)c3ccccc3)n2)cc(OC)c1OC | 0 | 7 | -3 | 7 | 0.0 | 2 | 0 | 3 | 0
CCOC(=O)c1[nH]nc2c1C(=O)N(CC)C2=O | 4 | -5 | 2 | -2 | -6.5 | 1 | 0 | 2 | 1
CCC(C(=O)Nc1nc(C)cs1)c1ccccc1 (stereo unspecified) | 1 | 1 | 3 | -1 | 0.1 | -2 | 0 | -1 | -5
CCCCOc1ncnc2c1[nH]c1ccc(C)cc12 | -1 | -10 | 0 | 0 | 3.8 | 5 | 3 | -6 | 2
